Screening results from PubChem BioAssay.
CXXC DNA block: MLL CXXC-DNA interaction inhibition; Q03164; MLL-CXXC / FITC-HOXA9 DNA fluorescence polarization; Potency, µM (top dose mostly 115 µM), for the others: at the highest dose activity change, negative = inhibition, usual class: inhibitors; 0.037% of 290,000 active; AID 2662; active = well fitted inhibition curve with a large enough effect in the polarisation, with a control signal flat, not every such curve was filed as active; inconclusive = small, poorly fitted or top-dose-only effect, or effect the other way, or a change in a side signal; inactive = no such curve, though single readings can be large or run the other way; the % refers to the polarisation; note: potency is the fitted concentration of half-maximal effect
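Fluorescence polarization: 7 uM MLL-CXXC (stock) preincubated 5 min with compounds, then 50 nM fluorescein-HOX-A9 DNA (stock) added; 30 min ambient. Buffer 50 mM Tris-HCl pH 7.5, 50 mM NaCl, 1 mM DTT, 0.05% BSA.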
TSG101-PTAP inh: blocks PTAP/TSG101 interaction to inhibit HIV-1 budding | Q99816 | Fluorescence polarization, FITC-PTAP peptide / Tsg101 binding | Potency, µM (top dose mostly 115 µM), inactives show top-dose activity change, negative = inhibition, hits mostly inhibitors | 340,000 tested, under 10 active; active = well fitted inhibition curve with a large enough effect in the main read-out, with a control signal flat, not every such curve was filed as active; inconclusive = small, poorly fitted or top-dose-only effect, or effect the other way, or a change in a side signal; inactive = no such curve, though single readings can be large or run the other way; note: potency is the fitted concentration of half-maximal effect; % of control where 0% means no effect
Target sequence (Q99816 whole entry, looked up): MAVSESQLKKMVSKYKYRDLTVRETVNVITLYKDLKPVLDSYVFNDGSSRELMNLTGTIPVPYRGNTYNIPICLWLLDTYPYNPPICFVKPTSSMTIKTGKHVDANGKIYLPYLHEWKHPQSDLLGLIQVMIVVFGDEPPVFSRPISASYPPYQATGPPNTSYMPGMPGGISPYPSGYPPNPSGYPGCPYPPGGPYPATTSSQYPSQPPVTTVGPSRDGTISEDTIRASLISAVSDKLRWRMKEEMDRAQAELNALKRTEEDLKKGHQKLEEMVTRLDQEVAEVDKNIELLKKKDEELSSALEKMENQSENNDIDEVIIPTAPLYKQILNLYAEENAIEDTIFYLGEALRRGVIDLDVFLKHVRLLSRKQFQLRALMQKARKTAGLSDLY
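Steps: Tsg101 binding domain dispensed (10 uM final), compounds pinned in DMSO, FITC-labeled PTAP-motif peptide added (50 nM final); after 20 min binding at room temperature, polarization measured.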
p53 reactivator: re-activators of mutant p53; H1299 p53-A138V BP100-luciferase reporter, luminescence, 24 h; Potency, µM (titrated, usually from 92.2 µM), inactives show at the top dose activity change, positive = activation, usual class: activators; 0.063% of 320,000 active; note: potency is the fitted concentration of half-maximal effect; % of control where 0% means no effect; nearly all actives have a fitted effect of over 45% in size
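H1299 (p53-null), stable ts p53-A138V + BP100-Luc; 1000 cells/well, Opti-MEM/10% FBS; cpd 4 pt, 1:5; 24 h, 37 deg C, 5% CO2; detection reagent 10 min RT; luminescence.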
TRPV1 ag: human TRPV1 agonism. Q8NER1. TRPV1-expressing cells, Fluo-8 calcium influx, agonist mode. activation, % at 8.33 µM. 0.19% of 320,000 active; in the data active = activation above about 80%; inconclusive = between about 30% and that limit; note: 0% is about no effect
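Cells expressing TRPV1 were dye-loaded with Fluo-8 and read kinetically: 10 s baseline, 3 min after compound (agonist portion), then 2 min after EC20 capsaicin (allosteric enhancer portion). Calcium-bound dye fluorescence at 480/520 nm.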
TCR act: T cell receptor activation | 330,000 tested, under 10 active | AID 504894 | primary human leukocytes, anti-CD3, IL-2 HTRF, 48 h | Potency, µM (highest dose often 9.22 µM), inactives show at the top dose activation of IL-2 secretion, actives largely listed as activators; note: % of control where 0% means no effect
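Primary human leukocytes receive a-CD3 beads and test compound and are incubated 48 hr. Secreted IL-2 is then assayed by HTRF, measuring 665nm acceptor emission after 320nm excitation of the europium donor.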
A-T KAP1 phos: candidate therapy for ataxia-telangiectasia; […] A-T fibroblasts, KAP-1 phosphorylation AlphaLISA; neocarzinostatin DNA damage 30 min before lysis; 0.19% of 320,000 active; Potency, µM (top dose mostly 57.5 µM), inactives show at the highest dose activation, usual class: activators; AID 485349; note: potency is the fitted concentration of half-maximal effect; % of control where 0% means no effect; nearly all actives have a fitted effect of over 45% in size
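hTERT-immortalized A-T patient fibroblasts ([…]), 500 cells/well in OPTI-MEM, 1% FBS, got compounds for 60 min, then NCS for 30 min at 37C. Lysates were then assayed for phospho-KAP-1 by AlphaLISA (anti-pKAP1 donor, anti-KAP1 acceptor beads), 6 hr at 25C.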
B2AR arrestin: beta2AR (human) beta-arrestin recruitment activity; Potency, µM (series often up to 46.1 µM), for the others: top-dose activation, hits mostly activators; 0.02% of 330,000 active; P07550; beta-arrestin recruitment to beta2AR, cell-based reporter;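 note: potency is the fitted concentration of half-maximal effect; 0% = DMSO controls and full agonism = EC100 isoproterenol or metaproterenol; nearly all actives have a fitted effect of over 65% in size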
Target sequence (P07550 whole entry, looked up): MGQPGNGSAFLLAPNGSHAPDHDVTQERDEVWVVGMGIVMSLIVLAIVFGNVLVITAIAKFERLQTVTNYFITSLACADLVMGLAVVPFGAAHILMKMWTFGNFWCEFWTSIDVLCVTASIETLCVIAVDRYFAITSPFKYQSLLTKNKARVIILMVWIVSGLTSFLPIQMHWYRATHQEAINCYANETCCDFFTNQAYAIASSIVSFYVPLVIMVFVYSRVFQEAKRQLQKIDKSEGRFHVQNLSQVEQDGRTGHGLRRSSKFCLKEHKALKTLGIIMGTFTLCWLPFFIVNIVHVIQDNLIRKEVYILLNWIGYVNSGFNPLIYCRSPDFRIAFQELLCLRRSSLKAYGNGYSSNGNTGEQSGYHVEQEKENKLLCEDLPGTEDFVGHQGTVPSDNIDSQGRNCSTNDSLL
a7 integrin act: activates integrin-mediated alleviation for muscular dystrophy | Potency, µM (titrated, usually from 38.3 µM), for the others: at the top dose activation, actives largely listed as activators | 0.064% of 350,000 active | alpha7betagal myoblasts, beta-gal FDG fluorescence, 48 h;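 note: potency is the fitted concentration of half-maximal effect; 100% = response of the positive control SU9516; nearly all actives have a fitted effect of over 60% in size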
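alpha7betagal+/- myoblasts (passage 13, 250/well) treated 48 h at 37C with compounds at 1:260 dilution of DMSO stock. Lysed, then beta-galactosidase activity read as FDG fluorescence (ex 480/em 540) after 30 min, with pre-read for autofluorescence.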
ELG1 DNA repair: inhibitors of ELG1-dependent DNA repair in HEK293T cells; HEK293T ELG1-luciferase reporter, luminescence, 16 h; DNA damage induced by 5-fluorouridine; Potency, µM (highest dose often 46.1 µM), for the others: top-dose activity change, negative = inhibition, usual class: inhibitors; 2.3% of 330,000 active; note: potency is the fitted concentration of half-maximal effect; % is set by controls: 0 for no effect and ±100 for the full control effect; nearly all actives have a fitted effect of over 55% in size
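Quantitative HTS, concentration-response format. 2,000 cells/well co-treated with 5-fluorouridine and compound, 16 hr in 5% CO2 at 37 °C; ONE-Glo luminescence read after 30 min.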
BRCA1 expr act: activators of BRCA1 expression. MCF7-BRCA1-FFLuc reporter, luminescence, 48 h; response scale: scaled: vehicle 0%, 10 µM genistein 100%. Potency, µM (titrated, usually from 46.1 µM), inactives show top-dose activation, hits mostly activators. 1.1% of 380,000 active. AID 624202; note: potency is the fitted concentration of half-maximal effect; nearly all actives have a fitted effect of over 80% in size; some results filed as inactive show a strong effect at the top dose
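Activators of BRCA1 expression were detected as increased firefly luciferase luminescence in engineered MCF7 cells after 48 h compound incubation. Signals were scaled to genistein 10 microM as full activation.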
The depositor's hits bear a star; u = inconclusive; x = not tested or not shown; [ ] = another dose, or the depositor's remark. Unless noted, calls come from the whole dose curve; as a rule, active = well fitted curve in the direction sought with a large enough effect; inconclusive = small, poorly fitted or top-dose-only effect, or another doubt; inactive = no such curve, though single readings can be large; an effect the other way counts as inactive or inconclusive.

SMILES	CXXC DNA block	TSG101-PTAP inh	p53 reactivator	TRPV1 ag	TCR act	A-T KAP1 phos	B2AR arrestin	a7 integrin act	ELG1 DNA repair	BRCA1 expr act
COC(=O)Nc1ccc(S(=O)(=O)Nc2ccc(C(=O)O)cc2)cc1	-4%	-1%	3%	1	2%	0%	-0.1%	7%	3%	-20%
COC(=O)[C@@H]1CC[C@H](C)[C@@H](c2ccc(C)cc2)N1C(=O)c1ccc(/C=N/OC[C@@H](O)[C@H]2O[C@@H]3OC(C)(C)O[C@@H]3[C@H]2O)cc1	17%	x	1%	-3	x	-17%	11%	x	u	x
O=C(O)[C@H](CO)Nc1ncnc2sc3c(c12)CCC3	3%	-3%	-2%	0	-2%	6%	-0.3%	11%	-3%	0%
CC1=NN(c2nc(-c3ccc(Cl)cc3)cs2)C(=O)C1	-6%	-3%	10%	-4	-11%	0%	-0.9%	10%	0%	-21%
COc1cccc(N2CCN(c3nc(C)c(C)c(=O)[nH]3)CC2)c1	7%	1%	-1%	14	x	1%	-0.2%	-32%	-9%	-35%
Cc1ccc(S(=O)(=O)N2CCC3(CC2)OCCO3)cc1	-7%	0%	-3%	-1	2%	9%	-0.5%	u	-6%	8%
CCCCNc1nc2c(c(=O)[nH]c(=O)n2C)n1CCOc1ccccc1	-4%	-3%	-6%	x	5%	20%	-1.0%	23%	-14%	-28%
Cc1nn(CC(=O)Nc2ccc3c(c2)nc(CN2CCCC2)n3C)c(=O)c2ccccc12	12%	1%	6%	0	1%	0%	-0.3%	-9%	10%	2%
CC(C)c1ccccc1NC(=O)CCCC(=O)O	0%	-4%	0%	-2	-5%[46.1 µM]	x	-0.5%	11%	-3%	-24%
O=C(CSc1ncnc2c1nnn2Cc1ccc(F)cc1)NCC1CCCO1 (stereo not given)	0%	-5%	-5%	1	-3%	6%	-0.5%	-6%	5%	-5%
Cc1ccc(C(C)C)c(OCC(O)CN(C)Cc2ccccc2)c1 (stereo not given)	9%	-3%	0%	8	-18%	2%	-1.1%	-62%[inhibitor]	-22%	-31%
COc1ccccc1NC(=O)c1cc[n+](C)cc1	6%	-6%	x	5	x	-8%	-0.6%	14%	0%	-9%
COc1ccc(/C=C(\NC(=O)c2cccs2)C(=O)N2CCOCC2)cc1OC	10%	-1%	-18%	1	11%[46.1 µM]	6%	-1.5%	57%	-2%	-13%
Cc1csc(NC(=O)c2cc(-c3ccco3)nc3ccccc23)n1	-12%	-3%	-7%	-9	-8%[46.1 µM]	16%	-0.6%	-17%	21µM*	-48%
Cc1c(NC2=NC3(CCCCC3)Cc3ccccc32)c(=O)n(C)n1-c1ccccc1	-1%	-3%	14%	-1	9%[46.1 µM]	3%	-0.7%	7%	12%	7%
O=C(c1cncc(Br)c1)N1CCCc2ccccc21	-2%	-2%	-4%	2	-3%	5%	0.0%	-2%	0%	-3%
CCOc1ccc2nc(N(CCN(CC)CC)C(=O)/C=C/c3cccs3)sc2c1	16%	-3%	5%	-1	-5%	16%	0.5%	-82%[inhibitor]	-12%	-10%
O=[N+]([O-])c1ccc(-[n+]2ccc3ccccc3c2)c([N+](=O)[O-])c1	x	-6%	-28%	-2	1%	u	-0.1%	-42%	u	-81%
CC(C)CC(=O)NCCCCc1ccccc1	u	0%	4%	13	4%[46.1 µM]	0%	-0.4%	26%	u	0%
Cc1nn(-c2ccccc2)c2c1C(c1cccs1)C(C#N)=C(N)O2 (stereo not given)	-26%	-8%	4%	-6	5%	x	3.9%	-2%	u	-49%

Entries shown so far with an NH in an aromatic ring (two):
SMILES	CXXC DNA block	TSG101-PTAP inh	p53 reactivator	TRPV1 ag	TCR act	A-T KAP1 phos	B2AR arrestin	a7 integrin act	ELG1 DNA repair	BRCA1 expr act
COc1cccc(N2CCN(c3nc(C)c(C)c(=O)[nH]3)CC2)c1	7%	1%	-1%	14	x	1%	-0.2%	-32%	-9%	-35%
CCCCNc1nc2c(c(=O)[nH]c(=O)n2C)n1CCOc1ccccc1	-4%	-3%	-6%	x	5%	20%	-1.0%	23%	-14%	-28%

(continued)
SMILES	CXXC DNA block	TSG101-PTAP inh	p53 reactivator	TRPV1 ag	TCR act	A-T KAP1 phos	B2AR arrestin	a7 integrin act	ELG1 DNA repair	BRCA1 expr act
CS(=O)(=O)N(CC(=O)O)c1ccc2c(c1)OCO2	14%	1%	-4%	-2	-4%	2%	-0.2%	17%	-3%	-19%
COC(=O)c1ccccc1S(=O)(=O)NNC(=O)C1COc2ccccc2O1 (stereo not given)	x	3%	-1%	-2	2%	-2%	-0.3%	-15%	20%	-7%
O=C(CSc1nnc(-c2ccccc2Cl)n1Cc1ccco1)Nc1ccc2c(c1)OCCO2	-5%	-3%	-15%	1	5%	-3%	3.5%	9%	u	-12%
COc1ccccc1OCC(=O)NC1CCCCCCC1	x	-2%	19%	x	4%	4%	0.0%	8%	-12%	-11%
CC1(C)CC(NC(=O)C2CCN(S(=O)(=O)c3ccc(Cl)c(C(F)(F)F)c3)CC2)CC(C)(C)N1	x	1%	x	x	-24%	x	x	-53%[inhibitor]	x	-24%
CC1CCN(S(=O)(=O)c2ccc3c(c2)N(CC(=O)NCCCN2CCCC(C)C2)C(=O)CO3)CC1 (stereo not given)	1%	0%	-11%	0	3%	16%	0.3%	-28%	u	-3%
Cc1ccc(-c2c[n+](CC(=O)N3c4ccccc4Sc4ccccc43)c3n2CCC3)cc1	6%	-2%	-5%	-1	-7%[46.1 µM]	2%	0.7%	-5%	u	-55%
O=C(NCCc1ccc(Cl)cc1)c1ccc(S(=O)(=O)N2CCCC2)cc1	x	1%	-3%	16	1%	-3%	-0.1%	-3%	-16%	-8%
CCOC(=O)c1c(C)[nH]c(C(=O)COC(=O)c2ccc(O)cc2O)c1C	-2%	-2%	3%	-1	2%	u	-0.2%	20%	u	54%
COc1cccc(C(=O)N2CCC(CCC(=O)Nc3cccc(C)c3)CC2)c1	1%	x	-6%	16	7%	0%	-0.4%	13%	2%	-21%
CC(=O)c1ccc(NC(=S)N2CCC(Cc3ccccc3)CC2)cc1	9%	-1%	14%	29	0%	23%	-0.3%	-7%	0%	38%
CCN(CCn1cccn1)C(=O)C1CCC(=O)N(CCc2cccc(F)c2)C1 (stereo not given)	50%[activator]	0%	-6%	-2	-3%	38%	-0.1%	26%	15%	6%
Cc1ccc(C(O)(CCN2CCCCC2)c2ccccc2)cc1 (stereo not given)	-2%	2%	-7%	0	4%	4%	-0.2%	-25%	-5%	0%
Cc1ccc(C(=O)CSC2=C(C#N)C(c3ccco3)C3=C(CC(C)(C)CC3=O)N2)cc1 (stereo not given)	12%	1%	-2%	27	-5%	x	0.4%	17%	u	-85%[inhibitor]
Cc1cc(C)n2nc(C(=O)Nc3cccc(S(=O)(=O)N4CCCC4)c3)nc2n1	4%	-4%	-2%	1	-2%	-7%	-2.2%	8%	-3%	7%
CCN(CC)S(=O)(=O)c1cc(NC(=O)c2ccc(-n3cncn3)c([N+](=O)[O-])c2)ccc1C	-3%	-2%	-4%	10	-5%	-2%	-0.6%	-13%	u	-55%
Cc1cc(C)n(-c2nnc(N3CCN(c4ccccc4)CC3)nn2)n1	-2%	2%	2%	-9	5%	0%	0.1%	13%	-7%	67%
O=C(Nc1cccnc1)c1cc(-c2ccco2)on1	-3%	-5%	9%	30	0%	3%	0.7%	7%	-1%	-7%
C/C(Cn1cnc([N+](=O)[O-])n1)=N\NC(=O)c1ccncc1	0%	0%	0%	2	2%[46.1 µM]	1%	-0.4%	-1%	-13%	-7%
COc1ccc(CCN/C=C2/CC(=O)NC2=O)cc1OC	-2%	-3%	16%	-3	8%	4%	0.0%	-3%	22%	12%
CCN1CCN(CC(=O)NC2CCCCC2)C(=O)C1=O	-7%	-5%	0%	0	0%[46.1 µM]	-2%	-0.6%	20%	3%	0%
CCCCC(CC)C1OCC(CN2CCCCC2)O1 (stereo not given)	-1%	-5%	3%	-3	3%	21%	-0.1%	-10%	2%	-6%
c1ccc(-c2nc3nonc3nc2-c2ccccc2)cc1	5%	-6%	-27%	2	0%	21%	-0.3%	-46%[inhibitor]	-6%	-81%
O=C(COC(=O)c1ccc(Cl)c(S(=O)(=O)N2CCCC2)c1)NCc1cccs1	0%	-1%	-1%	26	x	-1%	0.1%	14%	-17%	15%
CC1=[N+]([O-])C(N2CCOCC2)C(O)(c2ccccc2)C1 (stereo not given)	1%	-6%	2%	-1	3%	19%	0.6%	14%	1%	-12%
CCc1nnc(NC=C2C(=O)OC(C)(C)OC2=O)s1	-14%	-2%	-1%	3	-3%	-7%	0.4%	-17%	-18%	15%
Cc1cccc(-n2ncc3c(N4CCC5(CC4)OCCO5)ncnc32)c1	17%	-3%	21%	11	3%	u	14%	14%	u	u
Cc1cccc(NC(=O)CSCc2cc(=O)n3c(C)csc3n2)c1C	30%	0%	-7%	11	-4%	2%	-0.4%	u	15%	1%
CCOc1ccc(S(=O)(=O)N2CCN(C(=O)c3sccc3C)CC2)cc1	-2%	-3%	4%	3	2%	2%	-0.1%	1%	u	-17%
